E coli Lon inh: inhibitors of E. coli Lon protease, primary screen, biochemical, fluorescence polarization | P0A9M0 | purified E. coli Lon protease | inhibition, % at 7.94 µM | 360,000 tested, 0.42% active | AID 602123, 2011; in the data active means inhibition above about 13%, passing the limit was not always enough;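 further: 0% = enzyme with probe and DMSO and 100% = no enzyme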
Target sequence (P0A9M0 whole entry, looked up): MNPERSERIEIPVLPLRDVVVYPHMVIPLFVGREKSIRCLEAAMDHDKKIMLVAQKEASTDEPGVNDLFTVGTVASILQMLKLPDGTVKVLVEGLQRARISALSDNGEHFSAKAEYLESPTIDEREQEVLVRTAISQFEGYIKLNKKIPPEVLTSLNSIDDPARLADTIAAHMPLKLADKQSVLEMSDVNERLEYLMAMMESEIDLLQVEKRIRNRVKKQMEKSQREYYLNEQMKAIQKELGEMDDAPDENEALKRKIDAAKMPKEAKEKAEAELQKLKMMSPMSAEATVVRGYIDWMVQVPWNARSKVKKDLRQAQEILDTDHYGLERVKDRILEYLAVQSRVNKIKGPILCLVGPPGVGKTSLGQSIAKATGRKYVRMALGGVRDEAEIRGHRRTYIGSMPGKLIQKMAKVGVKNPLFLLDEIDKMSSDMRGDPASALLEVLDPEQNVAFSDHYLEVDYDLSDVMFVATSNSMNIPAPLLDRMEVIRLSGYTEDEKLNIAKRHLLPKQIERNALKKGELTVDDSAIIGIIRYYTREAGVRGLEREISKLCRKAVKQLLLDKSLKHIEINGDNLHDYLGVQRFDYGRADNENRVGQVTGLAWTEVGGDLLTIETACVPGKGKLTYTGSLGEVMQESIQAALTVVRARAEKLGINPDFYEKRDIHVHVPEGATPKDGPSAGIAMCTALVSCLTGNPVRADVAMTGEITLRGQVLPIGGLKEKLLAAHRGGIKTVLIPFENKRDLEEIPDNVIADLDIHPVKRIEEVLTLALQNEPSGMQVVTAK
Rin1 Abl inh: inhibitors of Rin1-Abl protein binding, primary screen, biochemical, TR-FRET; Tyrosine-protein kinase ABL1 (Homo sapiens) + Ras and Rab interactor 1 (Homo sapiens), …; inhibition, % at 7.35 µM; 360,000 tested, 0.4% active; AID 588664, 2011; in the data active means inhibition above about 5%, passing the limit was not always enough
MT1-MMP act inh: blockers of MT1-MMP proenzyme processing, primary screen, HT1080 RFP-PRO-GFP cells, GFP/RFP fluorescence; Matrix metalloproteinase-14 (Homo sapiens), P50281; GFP/RFP ratio fluorescence, overnight; percent of plate control window, DMSO zero; GFP/RFP ratio change, % at 20 µM; 360,000 tested, 0.061% active; AID 651647, 2012;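 active means GFP/RFP ratio change of at least 30% with cell ATP level not reduced by more than half and red fluorescence within 50% of control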; further: strong numbers were not always called active
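Test system: HT1080 cells expressing an RFP-PRO-GFP fluorescent reporter construct / Compound dosing: single-point 20 µM compound, 1% DMSO / Schedule: cells overnight before dosing, compound overnight, 37 °C, 5% CO2 / Evaluation: GFP/RFP fluorescence ratio / Control set: DMSO and RFP-L50D-GFP cell wells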
SKN-1 block: suppressors of acrylamide-induced Pgst-4::GFP reporter in worms, primary screen, SKN-1 inhibitor project, whole organism, uHTS, GFP/RFP fluorescence ratio, strain VP596; 360,000 tested, 0.49% active; inhibition, % at 21.8 µM; C. elegans VP596 Pgst-4::GFP/RFP ratio, 24 h; AID 624304, 2012;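 active means interference check ratio from 0.5 to 1.5 plus GFP to RFP signal ratio inhibition reaching or exceeding a fixed threshold, cut at about 30% in these data, passing the limit was not always enough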; further: some compounds called inactive have numbers as strong as hits
Neddyl block: inhibitors of cullin neddylation, primary screen, biochemical, TR-FRET, uHTS, NAE and Ubc12 | calls only at 25 µM | 360,000 tested, 0.58% active; in the data active means inhibition above about 36%
CendR NRP1 mod: modulators of CendR peptide binding to NRP-1, primary screen, biochemical, fluorescence polarization, uHTS. Neuropilin-1 (Homo sapiens), O14786. 360,000 tested, 0.85% active. inhibition, % at 25 µM. FAM-RPARPAR peptide binding to NRP-1. AID 602438, 2012;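 active means inhibition or corrected inhibition above about 18%, plus a signal ratio from 0.5 to 1.5, limit read from the data, passing the limit was not always enough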; further: strong numbers were not always called active
MsrA act: bovine MsrA enzyme activators, primary screen, biochemical, absorbance, HTS. Methionine sulfoxide reductase A (Bos taurus). purified bovine MsrA, absorbance read-out. activation, % at 10.6 µM. 360,000 tested, 0.3% active; in the data active means activation above about 7.5%;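 further: 0% = vehicle and 100% = reference activator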
MLLE-PAM2 inh: inhibitors of PABP1 MLLE–PAM2 peptide binding, primary screen, biochemical, fluorescence polarization, FITC-PAM2, GST-MLLE | inhibition, % at 20 µM | 360,000 tested, 0.36% active | AID 588489, 2011; in the data active means inhibition above about 35%, passing the limit was not always enough;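 further: plate controls were DMSO wells with GST-MLLE for no effect and wells lacking GST-MLLE protein for full effect; some results filed as inactive read as strong as hits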
FAS-TE inh: FAS thioesterase domain inhibitors, primary screen, biochemical, fluorescence intensity, uHTS | Fatty acid synthase (Homo sapiens), P49327 | recombinant FAS-TE, OMFH fluorogenic substrate, fluorescence endpoint | inhibition, % at 15 µM | 360,000 tested, 0.67% active | AID 602261, 2012;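 active means compounds whose normalised, plate-corrected inhibition of enzyme fluorescence in the single-dose primary screen is 50% or more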;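 further: 0% = DMSO with enzyme and 100% = substrate without enzyme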
The depositor's hits bear a star; i = inactive; . = not tested or not shown.

structure	SKN-1 block	MLLE-PAM2 inh	Rin1 Abl inh	FAS-TE inh	Neddyl block	MsrA act	CendR NRP1 mod	E coli Lon inh	MT1-MMP act inh
CC(NC(=O)c1ccccc1Cl)C1CC2CCC1C2 (centres undefined)	8	-1	3	-2	i	-5	-10	17*	0
NC(=O)[C@H]1CC2(CC(c3cccc(NC(=O)[C@H]4CCC(=O)N4)c3)=NO2)CN1C(=O)c1ccccc1 (some centres undefined)	-4	8	3	-9	i	-4	-5	-10	11
COc1ccccc1NC(=O)COc1ccc(/C=N/NS(=O)(=O)c2ccc(C)cc2)cc1	15	-18	-3	25	i	1	12	0	-4
N#Cc1ccc(OCC(=O)NCCN2CCOCC2)cc1	0	-6	1	-3	i	0	-16	-2	-3
Cn1c(=O)c(C(=O)N2CCc3ccccc32)cc2cccnc21	3	12	3	-2	i	1	8	1	3
O=C1CCCC(O)=C1N=Nc1c(Cl)cc(Cl)cc1Cl	5	18	-7	-18	i	-1	2	-4	56
CCCC(=O)Nc1cccc(-c2cn3cccnc3n2)c1	7	2	-2	-6	.	-10	7	-5	7
Cc1ccc(C=NCc2ccncc2)c(O)c1	2	2	4	-7	i	0	4	-2	1
CN(C)C(=O)c1cccc(-c2cccc3nccn23)c1	0	2	-1	-7	.	-1	-5	-2	-8
COc1ccc(N/C(=C/[N+](=O)[O-])SC)cc1	-2	1	3	-9	i	-10	12	1	-1
CCC(=O)N/C(=N/c1nc(C)cc(C)n1)Nc1ccc(OC)cc1	10	-6	-1	2	i	-1	6	-5	5
Cc1nn(-c2ccccc2)c2[nH]c(=O)c(CNCC3CCCO3)cc12 (centres undefined)	-17	-12	5	-12	i	-12	-2	-5	1
COc1ccc(C2CC(=O)c3cnc(NC(=O)c4ccccc4OC)nc3C2)c(OC)c1 (centres undefined)	-20	-6	1	12	i	-1	-5	-10	-10
O=C(Nc1ccccc1)c1ccc(-c2ccc([N+](=O)[O-])cc2)o1	-3	12	5	23	i	-5	-11	30*	7
CN1CCN(CCC2Oc3cc([N+](=O)[O-])ccc3NC2=O)CC1 (centres undefined)	4	13	-1	0	i	-5	-12	-9	-2
Cc1ccc(C(=O)Nc2ccc(F)cc2)o1	2	20	0	-4	i	-9	-5	-7	1
COc1ccc(-c2nc(CS(=O)(=O)CC(=O)Nc3cccc(C(C)=O)c3)c(C)o2)cc1	-2	-2	3	0	i	-3	-4	-3	1
O=C(CCCCC(=O)NN=Cc1ccc2c(c1)CCC2)NN=Cc1ccc2c(c1)CCC2	17	-1	0	-3	i	1	-8	1	1
O=C(NCc1ccco1)c1cc2n(n1)C(C(F)(F)F)CC(c1ccc(F)cc1)N2 (centres undefined)	1	-9	-2	-2	i	-2	5	-8	2
O=C(CCc1nnc2ccc(NCc3ccco3)nn12)Nc1ccc(F)cc1F	7	4	2	-2	i	0	9	1	0
Cc1cc(C)nc(OC(C(=O)O)C(OCCc2ccccc2)(c2ccc(F)cc2)c2ccc(F)cc2)n1 (centres undefined)	1	-6	-1	4	i	-2	-4	-3	-3
CCOC(=O)[C@H]1[C@H]2COc3ccc(Br)cc3[C@@H]2N2C(=O)CN(Cc3ccco3)C(=O)[C@@]12C	2	-8	1	6	i	-3	10	-8	1
COc1ccc(OCC(=O)N(C)Cc2ccccc2)cc1	4	-12	-3	-6	i	0	-5	-3	3
CCOc1ccc(OCCC(=O)N2CCN(S(=O)(=O)c3cccc(F)c3)CC2)cc1	3	-13	0	8	i	0	-7	11	-1
Cn1cccc1C(=O)NC1CCCCCC1	-10	9	4	-4	i	-8	8	1	1

An excerpt from above in order of SMILES length, largest number first.
structure	SKN-1 block	MLLE-PAM2 inh	Rin1 Abl inh	FAS-TE inh	Neddyl block	MsrA act	CendR NRP1 mod	E coli Lon inh	MT1-MMP act inh
COc1ccccc1NC(=O)COc1ccc(/C=N/NS(=O)(=O)c2ccc(C)cc2)cc1	15	-18	-3	25	i	1	12	0	-4
Cc1nn(-c2ccccc2)c2[nH]c(=O)c(CNCC3CCCO3)cc12 (centres undefined)	-17	-12	5	-12	i	-12	-2	-5	1
Cc1ccc(C=NCc2ccncc2)c(O)c1	2	2	4	-7	i	0	4	-2	1

Remaining list, next part
structure	SKN-1 block	MLLE-PAM2 inh	Rin1 Abl inh	FAS-TE inh	Neddyl block	MsrA act	CendR NRP1 mod	E coli Lon inh	MT1-MMP act inh
Cc1cnc(CNC(=O)C2(C)CCCN2CC(C)C)cn1 (centres undefined)	16	-3	2	-6	i	-5	-7	2	-1
CC(O)(c1ccc(F)c(F)c1)c1nc(-c2ccoc2)cs1 (centres undefined)	1	-12	5	4	i	-9	-18	-12	-7
O=C(Cc1ccccc1F)Nc1nc(-c2cccnc2)cs1	10	0	2	-4	i	-2	-19	-2	-3
Cc1ccc(CSc2nnc(SCC(=O)N/N=C/C=C/c3ccco3)s2)cc1	2	-82	1	-10	i	-4	-12	-23	-1
CCCC(C)C(=O)Nc1nc(C)c(-c2csc(Nc3ccc(Cl)cc3)n2)s1 (centres undefined)	11	-18	4	19	i	1	-34	-24	15
CCc1nc2c(OCc3ccc(Cl)cc3)cccn2c1N(C)C(=O)c1ccc(C)cc1	22	-8	0	22	i	-1	-6	-2	-5
CC(C)NC(=O)NC(=O)COC(=O)c1cc(S(=O)(=O)N2CCCCC2)ccc1N1CCOCC1	11	-2	-1	-1	i	-2	2	15	-2
CS(=O)(=O)c1ccc(Cl)c(NC(=O)c2cccc(N3C(=O)CCC3=O)c2)c1	5	-20	1	-1	i	-2	2	3	1
Cc1noc(C)c1C(=O)N1CCCC(C(=O)c2cccc(OC(C)C)c2)C1 (centres undefined)	14	-3	1	-4	i	-2	-4	-1	0
CCCCc1ccc(NC(=O)NCc2ccccn2)cc1	-16	10	1	0	i	-13	1	-8	1
Clc1ccc(-c2cn3c(n2)SCC3)cc1	5	-12	2	-1	i	1	-5	-7	5
CS(=O)(=O)c1ccc(Cl)c(NC(=O)CCNC(=O)c2ccco2)c1	-4	6	3	-5	i	1	8	-8	-2
Cc1nc2c(OCc3ccccc3)cccn2c1N(C)C(=O)C1CCCCC1	6	1	3	-2	i	-1	-4	6	0
CCc1nnc(NC(=O)c2ccc(-c3ccc(C(C)=O)cc3)o2)s1	-14	4	5	-1	i	-15	12	-3	10
CN(O)C(=S)c1ccccc1	2	28	-4	-7	i	3	6	-4	2
CC(C)(C)OC(=O)CNC(=O)c1nc[nH]c1C(=O)NCc1ccc(CNC(=O)OC(C)(C)C)cc1	-9	12	3	9	i	-3	9	-4	1
O=C(CN1C(=O)CC(c2ccco2)Sc2ccccc21)NCC1CCCO1 (centres undefined)	13	32	2	-6	i	-2	-21	4	-1
COC(=O)c1ccc(C(=O)OC)c(NC(=O)Oc2ccccc2)c1	1	4	-4	15	i	-2	3	8	0
COc1ccc(N2C[C@H](C)[C@@H](CC(=O)Nc3ccccc3)C2=O)cc1	-15	1	0	-6	i	-5	-4	-4	2
CCN1CCN(C(c2cccs2)C(C)NC(=S)Nc2cccc(C)c2C)CC1 (centres undefined)	6	15	4	-1	i	-2	-8	2	-6
COc1ccc(S(=O)(=O)N2c3ccccc3NC(=O)CC2C)cc1 (centres undefined)	1	-2	1	-3	i	-4	0	8	1
S=c1[nH]nc(-c2cccnc2)n1/N=C/c1ccco1	6	-36	-2	-6	i	-1	6	-2	0
CCCCC(=O)NC1=NC(=O)C(C)(C)S1	3	9	-1	-8	i	-3	5	-1	-2
CC(=O)c1c(O)cc(=O)n(-c2ccccc2)c1-c1ccc(Cl)cc1	4	-1	1	-10	i	-8	-7	16	14
O=C(COC(=O)/C=C/c1ccccc1)NCc1ccc2c(c1)OCO2	-6	-10	-1	4	i	-5	-11	6	7

Continued:
structure	SKN-1 block	MLLE-PAM2 inh	Rin1 Abl inh	FAS-TE inh	Neddyl block	MsrA act	CendR NRP1 mod	E coli Lon inh	MT1-MMP act inh
C=CCn1c(Cc2csc(N)n2)nnc1SCc1ccc(C(=O)OC)cc1	8	-37	-2	-11	i	-2	7	-4	3
O=C(N/N=C/c1cccnc1)C(=O)N1CCCCCC1	-13	-6	0	-5	i	-13	-1	16	2
Cc1ccc(NC(=O)COC(=O)COc2ccc(Cl)cc2)c([N+](=O)[O-])c1	0	-3	-2	-2	i	16*	-11	-7	-2
CC1CCN(c2nc(-c3ccccc3O)nc3ccccc23)CC1	14	1	0	32	i	0	-13	-2	-4
CCOC(=O)N1CCC(N2CCN(Cc3ccccc3)C(CCO)C2)CC1 (centres undefined)	10	2	5	-3	i	-3	-4	10	-1
O=C(Cc1ccsc1)NNC(=O)c1cccc(Cl)c1	-1	6	-3	-2	i	-10	2	1	0
O=C(NC(Cc1ccccc1)C(=O)O)/C(=C\c1ccccc1)NC(=O)c1ccco1 (centres undefined)	3	8	3	1	i	-2	-12	0	0
O=C(CN1CC(=O)Nc2ccccc21)Nc1ccc(F)c(F)c1	4	-23	2	-4	i	-2	-5	-13	-3
CC(C)(C)OC(=O)C[C@H]1C/C=C\C[C@H](CC(=O)NCCO)C(=O)N[C@@H](c2ccccc2)COC1=O	2	16	4	-3	i	-8	10	10	3
CN=c1scc(C)n1/N=C/c1cc(Br)c(O)c(OC)c1	1	3	-6	-3	i	-2	-6	9	-1
CNc1cncc(-c2cccc(C(=O)N3CCOCC3)c2)n1	7	18	-5	-5	.	2	-2	-1	-4
CCC(=O)Nc1ccc(C(=O)OCC(=O)c2cccs2)cc1	5	0	3	0	i	-3	10	-4	2
CCOC(=O)CNC(=O)CSc1nc(-c2ccc(C)cc2)ns1	-14	-109	2	-3	i	-7	7	7	2
Cc1ccccc1N(Cc1cc(=O)[nH]c2ccccc12)C(=O)CCl	3	15	-3	-1	i	-1	18	-2	-6

Screens deposited in PubChem BioAssay by several laboratories.
